NPR2 activator: GC-B (human) receptor activation; P20594; HEK293-GC-B cells, CNP EC30, cGMP TR-FRET; 0% at EC30 CNP, 100% saturating CNP; activation, % at 10 µM; actives 0.11% (n = 370,000); AID 1920062;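 active = activation at 10 µM reaching about 35% in either raw or pattern-adjusted values, limit read from the data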
NPR1 activator: GC-A (human) enzyme activation | HEK293 GC-A cells, cGMP TR-FRET, EC30 ANP; 0% at EC30 ANP, 100% saturating ANP | P16066 | activation, % at 10 µM | actives 0.14% (n = 370,000); in the data active = activation above about 40%
ASAP1 inh: blocks human ASAP1-stimulated Arf1 GTP hydrolysis; inhibition, % at 16.5 µM; GDP FP detection; actives 0.19% (n = 360,000); AID 624377; Q9ULH1; in the data active = inhibition above about 25%;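 also: 0% = vehicle with enzyme and substrate and 100% = no enzyme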
Target sequence (Q9ULH1 325-724 limits assumed): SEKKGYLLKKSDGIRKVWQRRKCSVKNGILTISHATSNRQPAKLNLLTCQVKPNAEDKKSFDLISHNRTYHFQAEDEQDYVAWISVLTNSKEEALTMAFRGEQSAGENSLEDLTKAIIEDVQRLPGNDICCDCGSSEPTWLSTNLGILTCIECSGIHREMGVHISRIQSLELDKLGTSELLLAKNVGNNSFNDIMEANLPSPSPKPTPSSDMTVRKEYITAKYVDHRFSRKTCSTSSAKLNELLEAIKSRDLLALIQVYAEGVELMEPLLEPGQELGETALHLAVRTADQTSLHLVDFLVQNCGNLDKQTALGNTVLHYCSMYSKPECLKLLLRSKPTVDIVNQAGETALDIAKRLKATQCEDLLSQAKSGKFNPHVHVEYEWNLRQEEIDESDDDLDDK
proKLK7 act: proKLK7 (human) activation, primary screen; actives 0.9% (n = 370,000); P49862; purified proKLK7, EDANS-DABCYL substrate fluorescence; 100% is mature enzyme control, 0% vehicle; activation, % at 7 µM; AID 652039;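 active = activation above the mean of all tested compounds plus 3 SD, computed per campaign excluding outliers beyond control limits, cut at about 13% in these data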
Tn6 DDE FP: inhibitors of Tn6 peptide binding to human fibrin DD(E) | P02675 | Fibrin DD(E) TRITC-Tn6 fluorescence polarization displacement | inhibition, % at 8.3 µM | actives 0.21% (n = 370,000);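 active = inhibition above a per-campaign cutoff: mean of compounds within control limits plus 3 SD, cut at about 15% in these data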;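 also: 0% = median of all compound wells on the plate and 100% = blocking peptide control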
FXN GAA850 act: increases GAA850 frataxin promoter reporter activity | activation, % at 6 µM | actives 0.56% (n = 360,000) | HEK293 lucGAA850 FXN promoter luciferase reporter, 24 h; percent of 10 µM SAHA response | AID 540364;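 active = activation above the average of all compounds screened plus 3 SD, cutoff fixed separately per campaign, cut at about 7.5% in these data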;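 also: 0% = DMSO wells and 100% = 10 µM SAHA wells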
ARFGAP1 inhibitor: inhibitors of rat ARFGAP1; Q62848; Arfgap1-stimulated ARF1 GTP hydrolysis, GDP FP detection; inhibition, % at 16.5 µM; actives 0.26% (n = 360,000); AID 651572;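 active = inhibition above a per-plate limit, mean inhibition of low control wells plus 3 SD, cut at about 25% in these data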;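 also: 0% = DMSO wells with enzyme and 100% = wells lacking Arfgap1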
Target sequence (Q62848 1-136 limits assumed): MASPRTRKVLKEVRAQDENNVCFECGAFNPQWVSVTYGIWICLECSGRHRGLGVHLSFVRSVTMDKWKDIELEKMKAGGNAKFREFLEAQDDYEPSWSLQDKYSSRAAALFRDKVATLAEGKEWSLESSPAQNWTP
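Material: rat Arfgap1 catalytic domain, aa 1-136; also added: human ARF1(Δ1-17)-GTP substrate; compound dosing: one concentration, 16.5 µM, DMSO 1.26%; incubation: GTP hydrolysis reaction 2 h at 25 °C; measured by: Tracer-displacement fluorescence polarization with EDTA stop, 620/688 nm; evaluation: % inhibition from polarization; repeats: one replicate per compound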
ADAM10 inh: inhibitors of human ADAM10 | recombinant ADAM10, EDANS/DABCYL FRET peptide cleavage, 3 h | O14672 | actives 0.62% (n = 370,000) | inhibition, % at 7 µM | AID 720582;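 active = inhibition above a per-campaign cutoff equal to the mean of compounds falling between control-based bounds plus 3 SD, cut at about 20% in these data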;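 also: 0% = DMSO wells while the 100% control is not disclosed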
rCAG binder: binds r(CAG) RNA repeats | r(CAG) RNA repeat, TO-PRO-1 dye displacement fluorescence | inhibition, % at 3 µM | actives 1.3% (n = 370,000) | AID 651821;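 active = inhibition above the plate cutoff, the mean of all test compounds on that plate plus 3 SD, cut at about 35% in these data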;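 also: 0% = DMSO alone and 100% = 100 µM mitoxantrone as full dye displacement; higher means more dye released from RNA so lower well fluorescence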
sPLA2-III inh: Inhibits HGIII-sPLA2 liposome hydrolysis, primary screen; Q9NZ20; QFRET BODIPY PC-A2 liposome hydrolysis, fluorescence; inhibition, % at 12.2 µM; actives 0.56% (n = 370,000); AID 743126;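 active = inhibition above mean plus 3 SD of compounds lying within the high and low control bounds, cut at about 19% in these data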;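 also: 0% = median of test compound wells and 100% = no enzyme DMSO wells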
Target sequence (Q9NZ20 whole entry, looked up): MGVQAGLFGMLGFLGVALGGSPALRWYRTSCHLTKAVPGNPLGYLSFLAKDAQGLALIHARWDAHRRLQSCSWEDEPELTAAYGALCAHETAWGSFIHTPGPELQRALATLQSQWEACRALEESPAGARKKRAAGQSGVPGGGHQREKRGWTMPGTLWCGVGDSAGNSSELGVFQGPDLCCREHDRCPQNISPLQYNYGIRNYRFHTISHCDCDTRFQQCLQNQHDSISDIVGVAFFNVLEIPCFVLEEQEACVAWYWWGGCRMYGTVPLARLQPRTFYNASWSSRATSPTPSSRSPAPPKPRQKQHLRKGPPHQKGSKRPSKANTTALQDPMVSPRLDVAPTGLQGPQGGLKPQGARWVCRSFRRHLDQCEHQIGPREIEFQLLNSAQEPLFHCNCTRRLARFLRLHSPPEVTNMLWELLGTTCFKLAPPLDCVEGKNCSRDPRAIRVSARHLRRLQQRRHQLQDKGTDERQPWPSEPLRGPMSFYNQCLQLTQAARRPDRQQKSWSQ
The depositor's hits bear a star; · = no result given.

Results follow in this order: NPR2 activator, NPR1 activator, ASAP1 inh, proKLK7 act, Tn6 DDE FP, FXN GAA850 act, ARFGAP1 inhibitor, ADAM10 inh, rCAG binder, sPLA2-III inh
> O=C(O)c1ccc(-c2ccccc2Cl)o1
    0, 4, -15, -0.9, 0, 0.8, -9, 2, 0, -1
> O=C(O)c1c(-c2ccccc2)oc2ccc(O)cc12
    2, 0, -15, 0.3, 6, 0.6, -5, -72, 0, -3
> O=C(Cc1cccc(C(F)(F)F)c1)Nc1ccccc1
    -3, -1, -7, 0.1, -4, 2.4, 5, 3, -1, -4
> CCCC/C=C1/[C@H](c2ccc(Cl)cc2)N(Cc2ccc3c(c2)OCO3)C2=N[C@H](c3ccccc3)CC(=O)N21
    3, -1, ·, -1.5, 14, ·, ·, -1, 10, -2
> COc1ccccc1Cc1nnnn1CC(=O)O
    4, -1, -11, 0.5, -3, -0.8, 7, -12, -4, 5
> CCOc1ccc(Br)cc1S(=O)(=O)Nc1nc(CN2CCOCC2)nc2sc(C)c(C)c12
    -1, -6, 4, -1.5, 1, -0.3, -4, -3, 17, -11
> CC(C)CN1CCC(=O)NC1=S
    3, 2, 13, -0.3, 0, -0.6, 2, 0, 0, -4
> CN1CCN(c2nc(-c3ccccn3)nc3ccccc23)CC1
    1, -1, -2, -0.1, 8, 0.4, -5, -9, -1, 9
> COc1ccccc1OC(C)C(=O)Nc1ccccc1C(=O)NCC1CCCO1 (stereo not given)
    2, -1, -13, 0.2, 2, -1.0, 11, 2, -4, 2
> Cc1cc(C)nc(OC(C(=O)O)C(OCC(C)C)(c2ccccc2)c2ccccc2)n1 (stereo not given)
    1, 2, 3, 0.0, 3, -2.2, -10, 3, 17, 2
> CSc1cccc(NC(=S)N(CCCN2CCC(C)CC2)Cc2cccs2)c1
    -3, -7, 0, 0.4, 1, -0.6, 9, 2, -4, 3
> Cc1ccc(Cn2c(SCC(N)=O)nc3c2c(=O)n(C)c(=O)n3C)cc1
    10, 9, 1, 0.0, 0, 1.0, 3, 0, -3, 3
> Cc1sc(NC(=O)c2ccc(F)cc2)c(CN2CCCCCC2)c1C
    -4, 3, 0, -0.2, 1, 2.2, 2, 2, 7, -4
> CC1=C(C(=O)N(C(C)C)C(C)C)CC(CC(=O)NCCN2CCOCC2)C(=O)N1Cc1ccc(F)cc1 (stereo not given)
    2, -1, 1, 0.0, 0, ·, 15, -1, -2, 6
> CCn1c2ccccc2c2cc(NC(=O)COC(=O)c3cc(F)ccc3C)ccc21
    5, -2, ·, -0.1, -4, ·, ·, -2, 3, -3
> CCOc1ccc(CNC(=O)C2CCN(c3nn4c(=O)cc(C)nc4s3)CC2)cc1
    -4, -5, 11, 0.5, 5, -0.4, 0, -7, -3, -1
> CC(CCN1CCC(C(O)(c2ccccc2)c2ccccc2)CC1)Oc1ccc([N+](=O)[O-])cc1Cl (stereo not given)
    -16, -21, ·, -0.5, -5, ·, ·, 14, 2, -6
> O=C(NCc1ccc2c(c1)OCO2)c1ccc(CN2CCOCC2)cc1
    7, 4, -8, 0.0, -5, 0.6, 8, 4, 2, 12
> CC1CCCC(NC(=O)c2cc(-c3ccncc3)nc3ccccc23)C1C (stereo not given)
    -4, -13, 0, 0.3, -5, -0.4, -5, -11, 0, 6
> O=C(O)CC1CCC(=C(Cl)Cl)C1 (stereo not given)
    -1, 3, 3, 0.2, 2, 3.7, -3, -6, 0, -2
> COc1ccc(-c2cc(-c3ccc(OC)cc3)[nH]n2)cc1
    ·, ·, 14, -0.3, -3, 7.2, 18, -4, 0, -20
> CCOCC(=O)Nc1c(C(=O)Nc2ccc(OC)cc2OC)oc2ccccc12
    -2, 3, -8, 0.1, 7, 3.1, 5, -6, 2, -1
> CS(=O)(=O)N1CCN(Cc2cc(=O)n3ccsc3n2)CC1
    3, 4, -7, -0.2, 7, 1.1, 1, -4, 4, 1
> CCOC(=O)c1c(C)c(C(=O)NCc2cccnc2)c(C)n1CC
    7, -2, 3, 0.3, 7, 1.0, -8, 4, 1, 2
> COc1cccc(C(=O)NC2CCNCC2)c1
    0, 4, -2, 0.6, -9, 0.8, -4, 4, -5, 5
> COc1ccc(CNC(=O)C(c2ccc(C)cc2)N(Cc2cccs2)C(=O)c2ccc3c(c2)OCCO3)cc1 (stereo not given)
    0, 0, 5, 0.0, -3, -9.4, 12, 26*, 8, -1
> Cc1ccc(NC(=O)Nn2cnnc2)cc1Cl
    4, -1, -3, 0.4, 2, 0.8, 7, -1, 2, 2
> Nc1nnc(SCC(=O)Nc2ccc3nc(SCC(=O)Nc4ccccc4)sc3c2)s1
    -3, 1, -1, -0.8, -3, 0.7, 3, 8, 26, -18
> CCc1nccn1S(=O)(=O)c1cccc([N+](=O)[O-])c1
    4, -1, 6, -0.4, 1, 0.9, -7, -9, -2, 1
> CCc1ccc(CCN2C(=O)c3ccccc3C2=O)nc1
    2, -4, 0, -0.5, -4, 0.2, 1, 2, 2, -4
> O=C(Nc1cccc(C(F)(F)F)c1)c1cc(S(=O)(=O)N2CCCCC2)ccc1N1CCOCC1
    3, -6, -8, -0.2, 14, -0.3, 3, -5, -2, -1
> COc1cccc(C(NC(C)=O)c2nc(-c3ccncc3)cs2)c1 (stereo not given)
    1, -3, -9, -0.1, 2, 0.3, 4, 2, -1, 1
> CCOC(=O)CCNC(=O)c1ccc2nc(C3CCCCC3)oc2c1
    2, 2, 0, -0.2, 11, 2.5, 2, 0, 2, -9
> COC(=O)C1=C(C)NC2=C(C(=O)C(C(=O)OC)C(c3ccc(OC)cc3)C2)C1c1ccccn1 (stereo not given)
    -6, -5, -1, -0.6, 2, -0.2, 12, -81, -7, 4
> COc1ccc(CSCC(=O)N/N=C/c2ccccc2O)cc1
    -1, -2, 8, -20, 1, 1.3, -6, -20, -3, -5
> CN1CCC(OC(=O)COc2ccccc2)CC1
    -1, 3, 0, 0.0, 2, -1.3, -2, -1, 0, -5
> CCc1ccccc1NC(=O)CSc1nnc([C@@H](NC(=O)OC(C)(C)C)C(C)C)o1
    5, 3, 9, -0.1, 2, -0.3, 11, 6, -8, -8
> C=CCn1c(CCC)nc2ccccc21
    -2, 1, 1, 0.1, -5, 2.4, 0, 2, 0, -2
> CCC(C(=O)NC1CCCC1)N(C(=O)c1snc(C(N)=O)c1N)c1ccc(C)cc1C (stereo not given)
    -4, -8, -6, 1.6, 1, -1.7, 9, -90, -4, -2
> CC(=O)NCCN1C(=O)S/C(=C\c2cccs2)C1=O
    -6, -3, 2, 0.6, -2, 1.2, 2, 15, 11, 9
> CCOC(=O)N1CCN(C(=O)c2noc(C(C)C)c2[N+](=O)[O-])CC1
    4, -1, -17, -0.3, -7, -0.8, -3, -12, -1, 1
> Fc1ccccc1-c1csc(=Nc2cccnc2)n1CCCn1ccnc1
    -5, -1, 3, -1.1, -3, -2.8, 5, -9, 0, -11
> CCCCCOc1ccc2oc(=O)c3c(c2c1)CCCN3C(=O)CN1CCCC(C(=O)OCC)C1 (stereo not given)
    3, -1, 3, -0.7, -5, 0.4, 6, -34, -3, -2
> CS(=O)(=O)N(CC(=O)NC1CCCC1)Cc1ccc(F)cc1
    1, -1, 14, 0.0, -3, 0.0, -1, 3, 0, -3
> COc1ccc(NC(=O)N2CCCC2C(=O)Nc2cccc(C)c2C)cc1 (stereo not given)
    -3, -3, 3, -0.6, 0, 0.9, 7, 9, 0, 14
> Cc1cccc(NC(=O)CNc2cc(C)ccc2C)c1
    -1, -1, -2, -0.1, -4, 3.6, 7, 9, 5, -1
> CCOC(=O)N1CCN(C(=O)C2CCC(=O)N(CCCN3CCCC3=O)C2)CC1 (stereo not given)
    3, 1, 0, 0.0, 6, 2.8, 0, -10, -5, 5
> C=C1CCC[C@]2(C)C[C@H]3OC(=O)C(CNC(CC)CO)[C@H]3CC12 (stereo not given in full)
    2, 2, -2, 0.1, -2, -2.8, 6, -1, -5, -4
> Cc1ccc(NC(=O)[C@H]2CC(=O)O[C@@H]2c2ccccc2)c(C)c1
    3, 2, ·, 0.6, -6, ·, ·, -5, -1, 7
> COc1ccc(OC)c(S(=O)(=O)N/N=C(/C)c2ccc3c(c2)OCO3)c1
    0, -1, -5, -0.2, -6, -0.2, 5, 5, 0, 3

Further compounds follow.
Results follow in this order: NPR2 activator, NPR1 activator, ASAP1 inh, proKLK7 act, Tn6 DDE FP, FXN GAA850 act, ARFGAP1 inhibitor, ADAM10 inh, rCAG binder, sPLA2-III inh
> COc1ccccc1N1CCN(S(=O)(=O)c2cc(C(F)(F)F)cc(C(F)(F)F)c2)CC1
    -1, 4, 7, -0.2, 0, 0.8, -7, 1, -1, -2
> CCNS(=O)(=O)c1cc(OC)c(Cl)cc1OC
    1, -4, 0, -0.1, -8, 0.7, 13, -17, -1, 2
> CNS(=O)(=O)c1cccc(C(=O)OCC(=O)c2ccc[nH]2)c1
    2, 0, 0, -0.2, 3, 0.1, -5, -14, 5, -6
> COc1cc2c(C#CCCO)c(-c3ccsc3)oc(=O)c2cc1OC
    -11, -4, 2, -16, -1, -4.3, -8, -189, 11, -16
> O=C(Nc1cc([N+](=O)[O-])ccc1Cl)C(Sc1ccccc1)c1ccccc1 (stereo not given)
    -6, -2, -6, -0.2, 2, 0.8, -5, 10, 9, -10
> COc1cccc(-c2nc3nc(C)cc(C)n3c2NC2CCCCC2)c1
    30, 26, -2, -0.9, -5, ·, -3, -26, 0, 9
> O=C(CCS(=O)(=O)c1ccc(F)cc1)Nc1nc(-c2ccccn2)cs1
    2, -4, 10, -0.3, -4, -2.5, -6, 4, 2, -6
> COc1cc2c(cc1NC(=S)Nc1ccccc1C)oc1ccccc12
    -2, -5, 1, -3.9, 3, 2.9, 10, -410, 4, 10
> COc1cccc(C(=O)N2CCN(C(=O)c3cccs3)CC2)c1OC
    6, 2, 9, -0.6, -3, 1.0, -6, -6, 3, 1
> C/C(=N\NS(=O)(=O)c1ccc(Cl)c([N+](=O)[O-])c1)c1ccc(C)o1
    6, 2, 2, -0.1, -8, -1.7, 3, -8, 9, 7
> Cc1ncc(CO)c(/C=N/NC(=O)c2cc(Br)ccc2O)c1O
    -1, -2, -6, -1.7, -2, 0.0, 0, -40, 6, 7
> Nc1cc(=O)[nH]c(SCC(=O)Nc2cc(S(=O)(=O)N3CCOCC3)ccc2Cl)n1
    1, 7, 20, 0.7, -1, -0.4, 7, 1, 4, -3
> COC(=O)c1ccccc1NC(=S)NC(=O)COc1ccccc1Cl
    -4, 3, -2, -0.2, 9, 2.8, 8, 2, 4, 2
> C=CCNC(=O)c1onc(CSc2ccc(Cl)cc2)c1C(=O)NCC=C
    -2, 0, -1, 0.1, -4, 1.4, 6, 5, -6, -5
> CCOc1ccccc1N1CCN(CC(=O)Nc2nccs2)CC1
    3, 2, -1, 0.1, 3, 1.8, -2, -9, -2, 2
> Cc1ccc(CNn2cnnc2SCC(=O)NC(C)(C)C)cc1
    0, -2, -10, -0.5, -1, -3.1, -5, -1, -4, 0
> COc1ccc(-c2cnc3c(NC(C)=O)cc(-c4ccc(S(C)(=O)=O)cc4)cn23)cc1OC
    21, 16, 2, -0.8, -8, -3.5, -11, -43, 9, 9
> Cc1ccc(Cc2c(-c3cccc(Cl)c3)nc3ccc(Br)cn23)cc1
    -9, -2, 0, 0.0, -5, ·, 4, -16, 44*, -16
> Cn1c(CNC(=O)c2cccs2)n[nH]c1=S
    -3, 1, 3, -0.1, -4, -2.5, -5, 2, 0, 1

Source: PubChem BioAssay (several laboratories)
